Screening data deposited in PubChem by The Scripps Research Institute Molecular Screening Center.
MITF inh = MITF inhibitors, primary screen, biochemical, AlphaScreen, human; AID 1259374, 2018; AlphaScreen MITF homodimerization, bead proximity signal; 0.91% of 650,000 active; Microphthalmia-associated transcription factor (Homo sapiens), O75030; inhibition, % at 2.6 µM; in the data active = inhibition above about 50%;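 note: 0% = vehicle wells with protein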
GPR151 activ = activators of human GPR151, primary screen, cell-based, PathHunter beta-arrestin, luminescence | activation, % at 11.2 µM | PathHunter beta-arrestin GPR151 cells | AID 1508602, 2020 | 1% of 650,000 active; in the data active = activation above about 4.9%;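 note: 0% = median of compound wells and 100% = cells with positive control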
Target sequence (Q8TDV0 whole entry, looked up): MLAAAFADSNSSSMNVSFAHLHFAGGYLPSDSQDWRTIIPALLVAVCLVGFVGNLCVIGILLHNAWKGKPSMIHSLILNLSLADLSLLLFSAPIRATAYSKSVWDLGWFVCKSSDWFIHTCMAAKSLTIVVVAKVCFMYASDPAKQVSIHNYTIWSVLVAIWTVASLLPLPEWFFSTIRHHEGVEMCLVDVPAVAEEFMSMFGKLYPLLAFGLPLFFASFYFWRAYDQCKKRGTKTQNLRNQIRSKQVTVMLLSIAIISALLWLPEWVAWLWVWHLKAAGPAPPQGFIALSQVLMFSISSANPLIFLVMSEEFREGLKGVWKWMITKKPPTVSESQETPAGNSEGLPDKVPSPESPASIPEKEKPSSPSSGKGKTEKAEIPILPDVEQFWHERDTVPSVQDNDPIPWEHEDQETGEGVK
TEAD-YAP block = TEAD-YAP interaction inhibition, primary screen, TEAD-YAP interaction inhibitor project, luminescence, HEK-TIYL cells | inhibition, % at 9.12 µM | 1.4% of 640,000 active | TEAD-Gal4/YAP UAS-luciferase luminescence; in the data active = inhibition above about 32%;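 note: 0% = median of test compound wells and 100% = reference inhibitor wells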
FBW7 activator = FBW7 E3 ligase activators, primary screen, biochemical, AlphaScreen, human; AID 1259310, 2017; AlphaScreen FBW7–phospho-cyclin E peptide binding, activator screen; F-box/WD repeat-containing protein 7 (Homo sapiens), Q969H0; 0.13% of 650,000 active; normalized activity (activation), % at 26.1 µM; in the data active = normalized activity above about 1.9%;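 note: purified mutant Fbw7 with reduced substrate affinity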
Target sequence (Q969H0 whole entry, looked up): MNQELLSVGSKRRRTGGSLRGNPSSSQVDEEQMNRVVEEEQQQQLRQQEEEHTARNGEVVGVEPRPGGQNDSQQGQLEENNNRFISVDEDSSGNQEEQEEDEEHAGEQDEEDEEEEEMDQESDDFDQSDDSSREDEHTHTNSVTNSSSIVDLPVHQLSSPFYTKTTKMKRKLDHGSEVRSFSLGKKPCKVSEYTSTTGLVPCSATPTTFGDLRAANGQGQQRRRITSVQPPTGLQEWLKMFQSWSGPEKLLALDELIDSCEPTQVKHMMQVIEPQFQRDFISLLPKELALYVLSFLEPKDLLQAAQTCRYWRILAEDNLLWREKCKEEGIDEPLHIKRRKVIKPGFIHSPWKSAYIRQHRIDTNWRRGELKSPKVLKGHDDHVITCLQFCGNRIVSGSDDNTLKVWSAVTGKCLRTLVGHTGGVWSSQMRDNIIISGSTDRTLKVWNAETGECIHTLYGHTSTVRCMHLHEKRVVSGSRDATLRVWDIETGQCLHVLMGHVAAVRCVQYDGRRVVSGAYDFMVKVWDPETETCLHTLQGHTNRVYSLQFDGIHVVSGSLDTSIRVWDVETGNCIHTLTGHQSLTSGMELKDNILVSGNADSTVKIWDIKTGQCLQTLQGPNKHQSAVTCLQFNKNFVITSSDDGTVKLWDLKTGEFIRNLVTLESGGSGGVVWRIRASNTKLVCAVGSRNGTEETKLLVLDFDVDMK
The depositor's hits bear a star. Compounds were not picked by outcome; any-hit rate near 3.5%.

SMILES	MITF inh	GPR151 activ	TEAD-YAP block	FBW7 activator
CC(C)(C)CN1CCNC(=O)C1CC(=O)N1CCCN(C2CCCC2)CC1 (stereo not drawn)	10.5	-0.9	-3.7	-0.1
Cc1noc(C)c1-c1cncc(C(=O)NCc2ccccc2)c1	9.2	1.2	1.5	-0.1
COc1ccc(NC(=O)COc2ccc(/C=N/Nc3ccc(Cl)nn3)cc2OC)cc1	8.0	0.5	-0.4	0.1
c1ccc(-c2nc(NCc3ccco3)cc(-c3cccnc3)n2)cc1	4.1	2.3	13.4	-0.1
COc1cccc(OC)c1C(=O)Nc1cccc(-n2c(C)nc3ccccc3c2=O)c1	5.2	-0.6	4.0	0.1
CCOC(=O)c1c(NC(=O)c2ccc(S(=O)(=O)N(CC(C)C)CC(C)C)cc2)sc2c1CCN(CC)C2	-3.6	0.0	6.5	0.0
NC(=O)CC1C(=O)N(c2ccc(F)cc2)C(=O)N1NC(=O)CCc1ccccc1 (stereo not drawn)	-14.9	0.5	-6.0	0.0
CCOC(=O)c1[nH]ncc1CN1CCN(Cc2ccc(C)cc2)C(CCO)C1 (stereo not drawn)	2.8	2.4	0.5	-0.1
O=C(c1cccc([N+](=O)[O-])c1)N1N=C(c2ccc(Br)cc2)CC1c1ccc(Br)cc1 (stereo not drawn)	-3.0	0.9	0.0	-0.1
Cc1ccc(C2CC(C(F)(F)F)n3ncc(C(=O)Nc4ccc(Cl)c(C(F)(F)F)c4)c3N2)cc1 (stereo not drawn)	12.6	1.4	-2.0	0.1
CCOC(=O)C1CCCN(S(=O)(=O)Cc2ccc(Cl)cc2)C1 (stereo not drawn)	6.6	-0.9	12.6	0.5
O=C(NN1C(=O)c2ccccc2C1=O)c1cccc(Br)c1	4.8	1.0	-15.5	0.0
CCOc1ccccc1N1CCN(C(=O)C2CCN(Cc3cccc(OC)c3)CC2)CC1	27.4	-0.3	15.3	-0.3
C=C(C)CNC(=S)N/N=C/c1c(F)cccc1F	11.2	2.0	14.5	0.1
COc1ccc(C(=O)Nc2ccc(N3CCC(NCc4ccccn4)CC3)cc2)cc1	8.7	-0.8	-16.2	-0.1
CC(=O)Nc1ccc2c(CN3C(=O)NC(C)(c4ccc5c(c4)OCO5)C3=O)cc(=O)oc2c1 (stereo not drawn)	2.8	-0.1	-1.2	0.2
Cc1ccc2c(c1)N(CC(=O)N(Cc1ccccc1F)CC1CCCO1)C(=O)C(C)O2 (stereo not drawn)	-6.4	-0.6	-2.3	-0.1
CCCCc1ccc(NC(=O)CSc2nc(N)cc(N)n2)cc1	-6.6	-0.6	2.2	0.0
COc1ccccc1NC(=O)Cn1cnc2c(cnn2C(C)(C)C)c1=O	8.2	-0.3	8.6	0.3
C=CCOc1c(I)cc(/C=C(\C#N)C(=O)OCC)cc1OC	5.9	-0.2	6.7	0.1
O=C(Nc1ccccc1C(=O)Nc1ccccc1)c1cccc(S(=O)(=O)Nc2ccccc2)c1	-1.6	-0.7	1.3	-0.2
Cc1cc(CNC(=O)CCl)cc(C)c1O	-11.3	1.7	-10.7	0.0
CCc1ccc(NC(=O)c2ccc(F)c(S(=O)(=O)NC3CCCCC3C)c2)cc1 (stereo not drawn)	-2.3	0.8	-3.5	0.0
Cc1ccc(C)c(NC(=O)Cn2cnc3ccccc3c2=O)c1	-5.1	1.7	-2.5	-0.3
O=C(/C=C\c1ccccc1)Nc1cc2ccccc2cc1NC(=O)/C=C/c1ccccc1	9.0	-0.8	-0.3	0.1
(cont.)
SMILES	MITF inh	GPR151 activ	TEAD-YAP block	FBW7 activator
CCCCN1C=C(C(=O)OC)C(c2ccccc2C(F)(F)F)C(C(=O)OC)=C1	16.4	0.3	8.8	1.0
O=C(NCc1ccc(Cl)cc1)c1ccc2c(c1)NC(=O)C(CSCc1ccc(Cl)cc1)N2 (stereo not drawn)	2.5	-2.1	-3.8	-0.1
CCNc1nc(Cl)nc(Nc2ccc3c(c2)OCO3)n1	-7.6	0.7	-61.4	0.6
O=C(OCC1CCCN2CCCCC12)c1ccc(F)c(F)c1 (stereo not drawn)	15.4	0.8	0.1	0.9
C=CCSc1nnc2c(n1)OC(c1ccc(Br)o1)N(C(C)=O)c1ccccc1-2 (stereo not drawn)	-3.7	-1.4	1.9	0.0
COCCCNC(=O)CSc1nc2ccccc2c(=O)n1Cc1ccco1	16.1	-0.6	2.9	0.0
Cn1c(=NC(=O)c2nc3ccccc3s2)sc2cc(S(C)(=O)=O)ccc21	-6.9	-2.3	0.4	-0.1
CCOc1ccc(C(=O)NC2CCCC2)cc1	-4.6	1.0	0.9	0.0
C=CCNC(=O)C1CCCN1C(=O)Nc1cccc(Cl)c1 (stereo not drawn)	1.1	2.4	-4.7	0.0
O=C(COc1ccc2ccccc2c1)N1CCN(c2ccc(F)cc2)CC1	6.4	-1.3	1.5	-0.3
CCN1CCc2c(sc(NC(=O)c3ccc(S(=O)(=O)N(CCOC)CCOC)cc3)c2C(=O)OC)C1	-14.8	0.6	-6.5	-0.1
Cc1cc(C)n2nc(C(=O)NC(C)(C)C)nc2n1	0.6	0.2	-0.1	0.1
CCOc1ccc(/C=N/NC(=O)C(C)Nc2ccccc2OC)cc1O (stereo not drawn)	7.5	-0.7	14.4	0.2
Cc1ccc(F)cc1-n1c(/C=C/c2cccc3ccccc23)nc2ccccc2c1=O	3.9	-1.3	-17.1	-0.6
O=c1oc(-c2cccnc2)nn1Cc1ccc2ccccc2n1	14.0	0.5	2.4	-0.1
CCc1nnc(NC(=O)C(=O)NCCO)s1	4.0	1.1	8.2	-0.3
COc1ccc(N2C(=O)c3ccccc3NC2c2ccc(NC(C)=O)cc2)c(OC)c1 (stereo not drawn)	15.4	-2.0	-2.2	0.1
Cc1ccc(C)c(NC(=O)CSc2ccccc2)c1	3.1	-0.1	-7.5	-0.1
CCCCCc1cnc(-c2ccc(C#N)cc2)nc1	-8.8	0.3	-11.5	-0.1
CCOC(=O)C1=C(C)N=c2s/c(=C\c3ccc(OC)c(Br)c3)c(=O)n2C1c1ccc(OC)c(OC)c1 (stereo not drawn)	-7.5	-1.3	3.5	0.0
Cc1nc2c(C)cccn2c1C(=O)NCc1cc(Cl)cc(Cl)c1	-1.2	0.4	-10.2	0.4
CCN1/C(=C/C(=O)/C=C2\Sc3ccccc3N2CC)Sc2ccccc21	6.0	0.5	1.7	0.2
CCOCCC(=O)Nc1ccc([N+](=O)[O-])cc1C	3.0	0.3	3.3	0.2
Nc1nc(NCc2ccccc2)cc(Nc2ccccn2)n1	-0.6	0.3	-4.1	-0.2
COC(c1ccc2c(c1)CN(C(=O)CN1CCOC1=O)CCO2)C1CCCCC1 (stereo not drawn)	17.7	-0.6	1.1	0.0
Next entries
SMILES	MITF inh	GPR151 activ	TEAD-YAP block	FBW7 activator
C=CCSc1nc(N)c(C(=O)Nc2ccccc2C)cc1C(N)=O	-9.4	-0.4	10.7	0.1
CCOc1ccc(OCC)c(Nc2nc3ccccc3n3nnnc23)c1	6.5	-0.2	5.7	0.3
CC(=O)Nc1c(-c2ccccc2)nc2c(C)cccn12	-13.6	-0.7	6.8	0.2
CCOC(=O)N1CCC(NC(=O)c2ccc(N3CC4CC(C3)c3cccc(=O)n3C4)c(NC(=O)c3ccc(OC)cc3)c2)CC1 (stereo not drawn)	0.2	-1.2	3.2	0.0
CCCNCc1nc(-c2ccc(OC)c(OC)c2)no1	11.7	-1.7	-0.4	0.0
Cc1ccc(NS(=O)(=O)Cc2ccccc2Cl)cc1	4.8	-0.1	14.4	-0.2
CCOC(=O)c1c(NC(=O)c2ccccc2NS(=O)(=O)c2ccc(C)cc2)sc2c1CCCC2	0.6	-0.9	4.2	0.0
NC(=O)c1ccc(N=c2oc3ccc(Cl)cc3cc2C(N)=O)cc1	-4.9	-1.1	-4.2	0.2
O=S1(=O)N=C(CN2CCN(Cc3ccccn3)CC2)Nc2ccc(Cl)cc21	5.8	-0.6	15.1	0.2
COc1ccc(O)c(C(=O)c2cc(C#N)c(=O)n(-c3c(C)cccc3C)c2)c1	3.3	-0.3	0.9	0.2
CN(C)C(=O)CSc1nc2sc3c(c2c(=O)[nH]1)CCCC3	17.4	2.0	9.4	0.1
COc1ccccc1-c1cc(C(=O)N/N=C/c2cccc(OC)c2O)[nH]n1	33.0	0.5	39.8*	-0.1
CC(=O)Nc1ccc(Nc2ccc(N3C(=O)C4CC=CCC4C3=O)cc2[N+](=O)[O-])cc1 (stereo not drawn)	16.4	2.8	2.4	0.1
CCN1C(=O)/C(=C/c2ccc3ccccc3n2)S/C1=N/S(=O)(=O)c1ccccc1	0.5	0.5	-10.1	0.1
C/C(CC(=O)Nc1ccccc1C)=N\NC(=O)C(=O)Nc1ccccc1C	-9.9	1.0	-19.8	2.0*
CC1CCN(C(=O)C(=O)N/N=C/c2ccccc2)CC1	-14.5	0.0	-0.8	0.2
O=S(=O)(NCc1ccccn1)c1ccc(Br)cc1Br	6.6	0.4	-2.7	0.2
CC(/C=C1\N=C(c2ccc(Cl)c([N+](=O)[O-])c2)OC1=O)=C\c1ccccc1	9.4	-1.7	9.6	0.7
CCn1nnnc1-c1ccc(OC)c(S(=O)(=O)Nc2cccc(Br)c2)c1	-6.7	-0.2	1.6	-0.1
CCCCn1c(=NC(=O)c2cccc(Cl)c2)c(C(=O)OCC)cc2c(=O)n3ccccc3nc21	9.0	-2.4	-3.4	0.2
COc1ccc(NC(=O)c2cc(C(C)C)on2)cc1OC	-11.2	-1.2	-32.9	0.1
CCc1ccc(O)c(N=Cc2cc([N+](=O)[O-])ccc2O)c1	-7.6	0.1	-9.4	0.0
Cc1ccc(C(=O)Nc2sc3c(c2C#N)CC(C)(C)NC3(C)C)cc1	-6.7	2.2	-10.9	-0.4
CS(=O)(=O)N(CC(=O)Nc1ccccc1F)c1ccc(I)cc1	8.0	0.5	-28.0	0.0
Cc1ccc(NC(=O)CSc2nc(C(F)(F)F)cc(=O)[nH]2)cc1C	20.4	0.6	-1.7	0.8
More entries.
SMILES	MITF inh	GPR151 activ	TEAD-YAP block	FBW7 activator
CCN1CCc2c(sc(NC(=O)C(C)C)c2C(N)=O)C1	2.7	1.1	1.6	0.0
CCCCN(C)CCN1C(=O)C2C(C(=O)Nc3ccc(C)c(Cl)c3)C3C=CC2(O3)C1C(=O)NC1CCCCC1 (stereo not drawn)	10.3	-1.6	4.9	-0.1
Cc1sc(NC(=O)Cn2cnc([N+](=O)[O-])n2)c(C(N)=O)c1C	0.9	0.8	4.8	-0.6
O=C(/C=C/c1ccco1)Nc1ccccc1NC(=O)/C=C/c1ccco1	29.4	-2.3	-10.5	0.4
CCc1nc(NCCO)c2nnn(Cc3ccccc3)c2n1	26.0	-0.3	0.9	0.6
CCN(CC(=O)OC)S(=O)(=O)c1ccc(Cl)cc1	1.3	0.4	-1.9	0.2
CS(=O)(=O)c1ccc2c(c1)nc(NCCCn1ccnc1)c1nccn12	18.2	-1.3	11.0	0.5
Cc1ccc(-c2nnc3c4ccccc4c(C)nn23)cc1S(=O)(=O)NC(C)C	-3.3	0.1	-4.8	0.0
CCN(C(=O)COC(=O)/C(C#N)=C/c1ccc2c(c1)OCO2)c1cccc2ccccc12	0.9	1.1	14.1	0.1
COc1ccc(CCN(C)C2CCCN(C(=O)C3=CCCC3)C2)cc1OC (stereo not drawn)	0.7	2.5	4.2	0.0
Cc1ccc(CCC(=O)Nc2ncc(Cc3ccccc3)s2)o1	-1.0	0.0	55.6*	-0.2
CCOc1ccc(Nc2nc(N3CCOCC3)nc(N3CCOCC3)n2)cc1	6.3	1.3	9.9	-0.1
CCOc1ccccc1/C=C(\C#N)c1nc(-c2ccc(C)cc2C)cs1	1.4	-1.2	3.2	0.1
CN(Cc1cnn(C)c1)Cc1ccc(C(=O)NC2CCCc3ccccc32)c(=O)[nH]1 (stereo not drawn)	-4.2	0.0	-14.5	0.2
C=CCNc1cc(-c2ccccc2)nc(-c2cccnc2)n1	-1.6	-0.5	7.2	0.0

12 compounds already listed, sorted by length of the SMILES, low to high:
SMILES	MITF inh	GPR151 activ	TEAD-YAP block	FBW7 activator
CCc1nc(NCCO)c2nnn(Cc3ccccc3)c2n1	26.0	-0.3	0.9	0.6
CCN(CC(=O)OC)S(=O)(=O)c1ccc(Cl)cc1	1.3	0.4	-1.9	0.2
C=CCNc1cc(-c2ccccc2)nc(-c2cccnc2)n1	-1.6	-0.5	7.2	0.0
CCN1CCc2c(sc(NC(=O)C(C)C)c2C(N)=O)C1	2.7	1.1	1.6	0.0
CCOc1ccc(Nc2nc(N3CCOCC3)nc(N3CCOCC3)n2)cc1	6.3	1.3	9.9	-0.1
CCOc1ccccc1/C=C(\C#N)c1nc(-c2ccc(C)cc2C)cs1	1.4	-1.2	3.2	0.1
O=C(/C=C/c1ccco1)Nc1ccccc1NC(=O)/C=C/c1ccco1	29.4	-2.3	-10.5	0.4
Cc1sc(NC(=O)Cn2cnc([N+](=O)[O-])n2)c(C(N)=O)c1C	0.9	0.8	4.8	-0.6
Cc1ccc(-c2nnc3c4ccccc4c(C)nn23)cc1S(=O)(=O)NC(C)C	-3.3	0.1	-4.8	0.0
CN(Cc1cnn(C)c1)Cc1ccc(C(=O)NC2CCCc3ccccc32)c(=O)[nH]1 (stereo not drawn)	-4.2	0.0	-14.5	0.2
CCN(C(=O)COC(=O)/C(C#N)=C/c1ccc2c(c1)OCO2)c1cccc2ccccc12	0.9	1.1	14.1	0.1
CCCCN(C)CCN1C(=O)C2C(C(=O)Nc3ccc(C)c(Cl)c3)C3C=CC2(O3)C1C(=O)NC1CCCCC1 (stereo not drawn)	10.3	-1.6	4.9	-0.1
